# ADAM10 inh = inhibitors of human ADAM10 | actives 0.62% (n = 370,000) | recombinant ADAM10, EDANS/DABCYL FRET peptide cleavage, 3 h | inhibition, % at 7 µM | O14672;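 active means inhibition above a per-campaign cutoff equal to the mean of compounds falling between control-based bounds plus 3 SD, cut at about 20% in these data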;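 further: 0% = DMSO wells while the 100% control is not disclosed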
# GAA850 FXN act = increases GAA850 frataxin promoter reporter activity; HEK293 lucGAA850 FXN promoter luciferase reporter, 24 h; percent of 10 µM SAHA response; activation, % at 6 µM; actives 0.56% (n = 360,000); AID 540364;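 active means activation above the average of all compounds screened plus 3 SD, cutoff fixed separately per campaign, cut at about 7.5% in these data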;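 further: 0% = DMSO wells and 100% = 10 µM SAHA wells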
# hgDAF-12 ag = activates the H. glycines DAF-12 receptor ligand-binding domain | actives 1.8% (n = 370,000) | HEK293 GAL4-hgDAF12 UAS-luciferase reporter, agonist luminescence; normalized to butyrate control | activation, % at 6.8 µM;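 active means activation above a cutoff set at the mean of all screened compounds plus 3 SD, cut at about 10% in these data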;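 further: 0% = DMSO wells and 100% = sodium butyrate wells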
# DAX1 inh-1 = NR0B1 (DAX1) inhibition. inhibition, % at 6.75 µM. AID 504766. P51843. actives 0.99% (n = 340,000). HEK293 Gal4-DAX1 luciferase reporter, luminescence;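 active means inhibition above the mean over all tested compounds plus 3 SD, cut at about 4.2% in these data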;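 further: 0% = DAX1-transfected cells with DMSO and 100% = empty-vector control cells with DMSO; inhibition shows as a rise in luminescence from relieved DAX1 repression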
# DAX1 inh-2 = DAX1 (NR0B1) inhibition, primary screen; actives 1.1% (n = 370,000); HEK293T StAR-luciferase reporter, SF-1/DAX-1 repression relief; inhibition, % at 6.8 µM; AID 652010;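 active means inhibition above the mean over all tested compounds plus 3 SD, cut at about 3.6% in these data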;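 further: 0% = DAX-1 cells with DMSO and 100% = cells lacking DAX-1 with DMSO; higher inhibition means more luminescence from relief of DAX-1 repression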
# SMARCA2 activ = SMARCA2 function activation, primary screen; MG213 cells, MMTV-luciferase reporter, dexamethasone, overnight; activation, % at 9.1 µM; actives 1% (n = 370,000); AID 652017; in the data active means activation above about 7.8%;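 further: 0% = vehicle wells and 100% = reference activator wells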
# NPR2 activator = GC-B (human) receptor activation | P20594 | HEK293-GC-B cells, CNP EC30, cGMP TR-FRET; 0% at EC30 CNP, 100% saturating CNP | activation, % at 10 µM | actives 0.11% (n = 370,000) | AID 1920062;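 active means activation at 10 µM reaching about 35% in either raw or pattern-adjusted values, limit read from the data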
# Target sequence (P20594 whole entry, looked up): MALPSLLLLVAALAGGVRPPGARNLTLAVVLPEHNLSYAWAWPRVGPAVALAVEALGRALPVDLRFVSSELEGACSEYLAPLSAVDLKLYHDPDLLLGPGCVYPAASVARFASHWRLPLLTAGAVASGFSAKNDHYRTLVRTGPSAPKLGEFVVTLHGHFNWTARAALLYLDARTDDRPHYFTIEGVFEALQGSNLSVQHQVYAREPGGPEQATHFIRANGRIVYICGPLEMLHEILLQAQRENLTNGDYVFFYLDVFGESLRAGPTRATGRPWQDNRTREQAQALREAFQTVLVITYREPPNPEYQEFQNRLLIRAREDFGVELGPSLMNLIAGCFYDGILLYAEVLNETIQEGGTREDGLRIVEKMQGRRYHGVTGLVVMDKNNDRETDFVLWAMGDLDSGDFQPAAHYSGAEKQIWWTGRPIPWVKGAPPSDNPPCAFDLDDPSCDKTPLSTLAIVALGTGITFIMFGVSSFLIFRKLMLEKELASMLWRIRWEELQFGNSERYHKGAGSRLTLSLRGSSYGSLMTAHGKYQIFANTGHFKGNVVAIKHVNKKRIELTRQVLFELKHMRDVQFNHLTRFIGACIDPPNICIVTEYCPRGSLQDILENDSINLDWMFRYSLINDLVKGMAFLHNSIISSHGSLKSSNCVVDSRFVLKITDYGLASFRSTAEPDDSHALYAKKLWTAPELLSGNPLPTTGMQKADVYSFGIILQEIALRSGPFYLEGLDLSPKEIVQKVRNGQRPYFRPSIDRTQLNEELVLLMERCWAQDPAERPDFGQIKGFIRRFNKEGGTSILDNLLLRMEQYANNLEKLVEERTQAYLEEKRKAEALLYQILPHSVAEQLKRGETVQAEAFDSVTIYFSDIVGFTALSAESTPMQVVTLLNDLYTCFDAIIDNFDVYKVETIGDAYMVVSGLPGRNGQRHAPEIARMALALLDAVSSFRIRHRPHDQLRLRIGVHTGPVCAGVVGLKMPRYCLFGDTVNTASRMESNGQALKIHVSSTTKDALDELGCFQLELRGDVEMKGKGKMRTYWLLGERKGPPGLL
# HGIII-sPLA2 inh = Blocks human group III sPLA2 activity; Q9NZ20; QFRET BODIPY PC-A2 liposome hydrolysis, fluorescence; inhibition, % at 12.2 µM; actives 0.56% (n = 370,000); AID 743126;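 active means inhibition above mean plus 3 SD of compounds lying within the high and low control bounds, cut at about 19% in these data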;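 further: 0% = median of test compound wells and 100% = no enzyme DMSO wells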
# ssDAF-12 act = S. stercoralis DAF-12 activation, primary screen | HEK293 ssDAF-12/GRIP1 lit1-tk-luc reporter, luminescence; % of 3 µM dafachronic acid response | activation, % at 6.8 µM | actives 1% (n = 370,000) | AID 652126;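 active means activation above the mean over all tested compounds plus 3 SD, cut at about 0.9% in these data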;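 further: 0% = DMSO-only wells and 100% = 3 µM delta7-dafachronic acid wells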
# NPR1 activator = GC-A (human) enzyme activation; activation, % at 10 µM; HEK293 GC-A cells, cGMP TR-FRET, EC30 ANP; 0% at EC30 ANP, 100% saturating ANP; P16066; actives 0.14% (n = 370,000); AID 1671463; in the data active means activation above about 40%
# hcDAF-12 act = H. contortus DAF-12 activation, primary screen; actives 1.4% (n = 370,000); activation, % at 6.8 µM; HEK293 hcDAF-12 lit1-tk-luc reporter, luminescence; 0% DMSO, 100% Δ7-dafachronic acid; AID 652067;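 active means activation above the mean of all tested compounds plus 3 SD, cut at about 5.5% in these data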;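 further: 100% = response to 3 µM Δ7-dafachronic acid high control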
# An asterisk follows results filed as active; i = inactive; . = not tested or not shown.
SMILES,ADAM10 inh,GAA850 FXN act,hgDAF-12 ag,DAX1 inh-1,DAX1 inh-2,SMARCA2 activ,NPR2 activator,HGIII-sPLA2 inh,ssDAF-12 act,NPR1 activator,hcDAF-12 act
O=C(OC1CCOC1=O)c1cc(-c2ccc(Cl)cc2)nc2ccccc12 (centres undefined),-60.0,3.3,-1.3,1.2,-0.5,-1.1,-2.5,-2.5,-1.4,19.0,-0.1
Cc1ccc(Nc2nc(N/N=C/c3c[nH]c4ccccc34)nc(N3CCOCC3)n2)cc1,21.8*,1.9,1.1,-0.7,0.3,3.1,-9.3,-13.1,1.1*,-5.5,7.5*
O=C(Nc1ccc(Cl)cc1)Nc1ccon1,-11.6,-2.0,9.0,0.1,0.5,0.1,-5.2,-5.5,-1.5,1.7,-2.4
Cc1cc(C)c2c(N)c(C(=O)Nc3cccc(C)c3C)sc2n1,-129.1,-1.5,4.9,-1.4,-0.5,2.9,-2.4,3.7,-1.0,1.3,-0.7
Cc1onc(-c2ccccc2)c1C(=O)NC(CC(=O)O)c1ccc(OC(C)C)cc1 (centres undefined),4.3,-1.2,-1.5,1.2,-0.3,-0.8,0.7,2.0,0.2,-1.7,0.0
COc1ccc(N2CC(C(=O)Nc3ncccc3C)CC2=O)cc1 (centres undefined),2.4,1.3,-0.5,-0.3,-0.3,1.0,-0.2,4.6,-0.5,-0.6,-0.2
COC(=O)CSc1nnc(C)n1-c1cccc(C#N)c1,-0.6,-1.0,-1.9,-1.2,0.2,2.0,1.7,2.7,-1.7,2.2,-1.9
O=c1nc(N2CCOCC2)ccn1-c1nc(-c2ccccc2)oc1-c1ccccc1,-19.2,-0.2,-1.4,-1.3,-0.7,-2.3,1.8,7.5,-1.3,3.6,-2.4
O=C(Nc1ccc(O)cc1)c1cc2ccccc2c(=O)s1,-0.9,2.0,13.7*,2.1,1.1,3.0,-4.8,-6.5,-0.7,-5.4,1.9
Cc1cc2nc(/C(C#N)=C\c3ccc(-c4ccccc4C(=O)O)o3)[nH]c2cc1C,-11.1,1.9,1.5,-0.9,0.3,-2.2,1.5,-2.4,-0.9,-4.5,1.3
C=CCn1cc(C(=O)N2CCc3ccccc3C2)c(=O)c2cc(S(=O)(=O)N(CC)CC)ccc21,-10.3,0.5,-2.0,1.1,-0.5,-1.1,-1.6,-8.5,0.2,3.5,-3.5
COc1cccc(NC(=O)C2C3C=CC4(O3)C2C(=O)N(CCN2CCCCC2)C4C(=O)NC2CCCCC2C)c1 (centres undefined),-11.1,1.8,-0.4,0.6,0.9,-4.8,5.6,3.3,-0.9,-1.5,-0.9
Cc1cccc(C)c1-n1c(C)nn(-c2ncc(C(F)(F)F)cc2Cl)c1=O,-10.7,-1.7,1.4,0.4,-0.9,-1.0,0.7,2.6,-1.5,-3.2,-1.0
CSc1nc(C)cc(OCC#N)n1,-3.4,1.8,2.3,-0.3,-0.1,-3.8,4.7,3.4,-0.5,9.3,-0.8
C[C@]12CCC3c4ccc(OCC(=O)O)cc4CCC3C1CCC2=O (some centres undefined),-4.3,1.8,0.5,-0.3,0.2,0.5,3.6,-3.5,-1.1,1.9,-1.4
COC(=O)CCC(=O)OC1(C)C(=O)C=C2C=C(C3CC3)N(Cc3ccc4c(c3)OCO4)C=C2C1=O (centres undefined),-28.4,0.2,-0.2,0.8,-0.2,-0.2,-0.7,3.9,-1.4,-1.7,-1.1
S=C(NN=C1CCCCCC1)Nc1ccc(Cl)cc1,4.1,-0.7,1.8,0.1,0.2,1.9,-5.4,5.8,-1.4,4.4,-1.6
COC(=O)[C@]12C[C@H](CC(=O)NCC3CCCCC3)C(=O)N(CCc3ccc(OC)c(OC)c3)C1=C[C@H](C1CCCC1)O[C@@H]2C,13.4,.,4.4,.,-0.3,-2.1,-3.7,-14.6,-1.2,-2.6,1.0
CC(C)n1c(=S)[nH]c2cc(C(F)(F)F)ccc21,-4.4,-0.8,-0.4,0.7,0.3,3.0,-0.3,11.9,-0.8,0.3,4.6
CSc1ncccc1C(=O)OCC(=O)NC1CCCCC1,-13.2,0.3,0.5,0.7,-0.8,-1.2,-2.0,2.6,-1.5,-4.9,-1.4
O=C(Nc1ccc2c(c1)C(=O)NC2=O)c1ccc(S(=O)(=O)N2CCCC2)cc1,-66.3,0.5,-1.4,0.2,0.8,-4.8,-5.4,0.3,-1.1,0.3,-2.8
O=C(COC(=O)c1cccc(S(=O)(=O)N2CCOCC2)c1)NC1CCCCC1,-1.4,-0.6,1.1,0.8,0.5,-2.7,10.1,2.8,-1.7,1.8,0.0
C/C(=N\NC(=O)CC(C)C)c1ccc(N2CCCCC2)cc1,-15.2,3.7,0.9,0.6,0.5,5.2,-5.2,15.0,-0.6,-1.3,-1.6
CCSc1nnc(NC(=O)c2c(C)noc2C)s1,-15.8,1.9,1.3,0.7,-0.2,-0.9,-2.8,3.4,0.2,2.2,1.0
Cc1cc(OCC(O)CN)ccc1Cl (centres undefined),-4.9,1.8,-0.7,0.2,-0.4,-2.9,4.1,4.2,-1.0,1.3,-0.6

# Molecules listed so far with a CF3 group:
SMILES,ADAM10 inh,GAA850 FXN act,hgDAF-12 ag,DAX1 inh-1,DAX1 inh-2,SMARCA2 activ,NPR2 activator,HGIII-sPLA2 inh,ssDAF-12 act,NPR1 activator,hcDAF-12 act
Cc1cccc(C)c1-n1c(C)nn(-c2ncc(C(F)(F)F)cc2Cl)c1=O,-10.7,-1.7,1.4,0.4,-0.9,-1.0,0.7,2.6,-1.5,-3.2,-1.0
CC(C)n1c(=S)[nH]c2cc(C(F)(F)F)ccc21,-4.4,-0.8,-0.4,0.7,0.3,3.0,-0.3,11.9,-0.8,0.3,4.6

# Other records follow.
SMILES,ADAM10 inh,GAA850 FXN act,hgDAF-12 ag,DAX1 inh-1,DAX1 inh-2,SMARCA2 activ,NPR2 activator,HGIII-sPLA2 inh,ssDAF-12 act,NPR1 activator,hcDAF-12 act
COc1ccc(NC(=O)NCc2ccc3c(c2)OCO3)cc1,2.4,1.5,1.9,-0.5,0.1,1.3,3.7,1.8,-1.2,3.2,-2.5
O=C(NCCCn1ccnc1)Nc1cccc2ccccc12,-3.4,-1.8,2.0,-0.9,-0.2,2.2,-1.3,-8.4,-0.4,3.8,-1.2
Cc1ncoc1C(=O)N1CCc2c([nH]c3ccccc23)C1C1CCCCC1 (centres undefined),-16.4,2.9,8.1,-0.6,0.7,0.0,4.0,-13.2,0.7,-1.2,6.1*
FC(F)(F)c1cc(-c2ccccc2)nc(NCc2cccnc2)n1,-58.1,1.3,1.3,-0.9,-0.9,0.0,-0.6,-3.2,-1.4,4.5,-2.7
CCCCCCc1cc2cc(C(=O)NCc3ccccc3)c(=N)oc2cc1O,-341.4,-0.9,0.5,-0.8,-0.3,1.5,7.9,1.5,-1.2,5.3,0.8
CCC(C)NS(=O)(=O)c1cc2c3c(c1)CCC(=O)N3CCC2 (centres undefined),5.2,1.8,-0.9,1.5,0.1,-2.5,3.8,7.9,-1.2,2.9,0.2
CC(=O)c1c(O)c(C)c(O)c2c1OC1=CC(=O)C(C(C)=O)C(=O)[C@@]12C (some centres undefined),9.5,1.9,-0.8,1.0,0.6,-4.6,2.4,-4.9,-0.8,-5.6,-0.8
CC1CCCCC1NS(=O)(=O)c1ccc(S(=O)(=O)N2CCCC2)cc1 (centres undefined),-0.4,1.2,0.4,-0.9,-0.3,-2.5,-1.1,-11.9,-1.0,0.0,-0.7
CC(=O)Cn1nnc2sc3c(c2c1=O)CCC(C(C)(C)C)C3 (centres undefined),-10.7,8.2*,6.5,2.1,1.8,3.7,-7.0,-0.4,-0.3,6.6,2.1
CC(=O)NC(CC(C)C)C(=O)NC(=O)NCc1ccccc1 (centres undefined),1.4,-1.9,0.6,-0.6,0.3,-2.3,2.0,4.2,-1.2,1.5,-1.1
CCOc1ccccc1C(=O)OCC(=O)Nc1ccc(OC(F)F)cc1,8.9,4.8,-0.2,-0.1,0.0,-0.3,-0.7,-11.0,-1.3,0.2,-0.2
CCNc1nc(NC(C)C)nc(NC(C)(C)C)n1,5.5,2.2,-1.9,-2.3,-0.6,-0.1,0.6,-2.7,-0.8,6.9,-2.0
COc1ccc(-c2c(C)oc3c(CN4CCN(C)CC4)c(O)ccc3c2=O)cc1,i,2.8,-1.0,-0.1,-0.9,-5.4,0.8,13.9,-1.2,2.7,1.4
CCCC(=O)Nc1ccc(Sc2ccc([N+](=O)[O-])cc2)cc1,16.6,-0.6,-1.9,-2.0,-1.4,-1.0,23.0,2.0,-1.5,2.3,-1.8
COc1ccccc1-c1nnc(NC(=O)c2ccc(S(=O)(=O)N(C)CC3CCCO3)cc2)o1 (centres undefined),4.9,1.1,2.3,0.6,-0.8,-0.9,-1.4,-17.8,0.5,-1.9,3.3
Cc1c(CN2CCCC(C(=O)c3cccc(Cl)c3)C2)c(=O)n(-c2ccccc2)n1C (centres undefined),4.9,0.8,-2.2,-0.2,0.0,1.4,3.5,-1.4,-0.3,-1.7,-1.0
CCCN1CCN(CCCNC(=O)C2CCCN(c3nnc(-n4cccc4)s3)C2)CC1 (centres undefined),4.0,-2.3,0.9,0.0,1.0,4.0,-1.0,3.2,-1.2,1.4,1.6
Cn1nnc(NC(=O)CSc2nnnn2-c2ccc(F)cc2)n1,-8.9,-2.4,0.5,0.1,0.0,0.7,-0.1,6.3,-1.2,2.4,-0.8
COc1ccccc1CC(=O)Nc1ccccc1O,-5.7,2.1,3.2,0.7,-0.3,2.1,-1.0,-3.3,-1.3,-0.3,-0.2
CCn1c(SCC(=O)Nc2ccccc2C)nnc1-c1ccccc1O,1.9,0.7,-2.1,-0.2,-0.3,-1.8,0.1,-3.2,-1.6,1.6,-1.9
CC(C)C[C@H]1CNC(=S)N1C[C@H]1CCCN1C[C@H](Cc1ccc(O)cc1)N1C[C@H](Cc2ccc(O)cc2)N(CC2CCCCC2)C1=S,9.3,.,-2.1,.,-0.1,-4.2,4.4,-30.4,-0.1,1.6,3.4
Cc1nc2nc[nH]n2c(=O)c1NC(=O)c1cccc(OCC(C)C)c1,-11.3,1.6,1.5,0.6,-0.2,0.5,-2.2,2.4,-1.1,-0.2,-1.3
COc1cc2oc(=O)cc(CN3CCN(c4ccccc4F)CC3)c2cc1Cl,-20.8,.,-0.8,.,0.9,-1.5,-0.6,0.2,-0.6,2.8,-0.1
CO/N=C/C(=N\Nc1ccc(OC)cc1)C(=O)c1ccc(F)cc1,-3.0,2.1,1.6,-0.6,-0.5,-1.4,1.1,-0.3,-0.9,-8.1,-1.1
O=C(Nc1ccc([N+](=O)[O-])cc1)C1CC12CCC2 (centres undefined),6.9,4.7,-0.1,-1.8,-0.5,1.6,-3.6,0.6,-1.1,-1.9,-1.3
CC1(C)C2CCC1(C(=O)O)c1nc3ccccc3nc12 (centres undefined),-0.3,0.8,-0.4,4.8*,-0.3,-1.7,-2.1,-2.3,-1.1,3.8,-1.8
COC(=O)CCC/C=C1/SCC(NC(=O)c2ccccc2)/C1=N/O (centres undefined),1.2,2.3,-2.3,-0.3,0.9,-3.6,5.5,-7.9,-1.3,-0.6,-1.3
